# PTHR1 ag: activates the human parathyroid hormone receptor PTHR1; Q03431; HEK293 GP2 PTHR1 cells, GloSensor cAMP luminescence, 1 h; Potency, µM (doses to about 115 µM), for the others: at the highest dose activation, actives largely listed as activators; hit rate 0.075% among 410,000; further: potency means the concentration at half of the fitted maximal effect; nearly all actives have a fitted effect of over 55% in size; some results filed as inactive show a strong effect at the top dose; inactives centre near -15; many of its hits are not listed in these tables
#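 HEK-293-derived GP2 cells expressing PTHR1 and a GloSensor cAMP reporter, 3,000/well, plated overnight, given luciferin plus IBMX (each 0.5 mM as added) for 1 h at 37 °C, then compound for 1 h at 37 °C. Luminescence was read after 15 min at room temperature.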
# DRD3 antagonist: antagonists of human D3 dopamine receptor | max response, negative = inhibition, % | D3R cells, DiscoveRx beta-arrestin luminescence, antagonist mode; stronger effect = lower value | P35462 | hit rate 2.5% among 360,000; in the data active means max response below about -50%; inconclusive means no clear call, values can overlap the other calls; further: on the % scale 0 is the no-effect control and ±100 the full control effect; mostly tested at two doses, the higher about 12 µM
# Target sequence (P35462 whole entry, looked up): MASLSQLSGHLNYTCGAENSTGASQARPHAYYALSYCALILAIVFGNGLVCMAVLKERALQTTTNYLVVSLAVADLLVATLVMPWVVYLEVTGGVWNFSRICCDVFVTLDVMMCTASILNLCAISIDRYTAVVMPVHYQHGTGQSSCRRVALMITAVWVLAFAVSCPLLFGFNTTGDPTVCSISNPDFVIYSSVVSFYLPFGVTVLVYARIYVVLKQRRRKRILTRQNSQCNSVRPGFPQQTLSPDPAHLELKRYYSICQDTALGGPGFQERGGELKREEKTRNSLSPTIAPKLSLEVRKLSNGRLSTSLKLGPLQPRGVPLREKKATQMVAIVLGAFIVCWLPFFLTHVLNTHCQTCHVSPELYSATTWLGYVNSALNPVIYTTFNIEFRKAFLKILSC
#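 Cells expressing the human receptor were seeded at 1500 cells/well, incubated overnight at 37 degrees C in 5% CO2, then exposed to library compounds with dopamine controls for 90 minutes at 37 degrees C before luminescent detection.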
# GLP1R cytotox: cytotoxic in the GLP-1 receptor inverse agonist counter-screen; HEK293 cAMP-luciferase reporter cells, luminescence, 24 h; Potency, µM (highest dose often 38.3 µM), for inactives: at the highest dose activity change, negative = inhibition, usual class: inhibitors; hit rate 0.13% among 410,000; AID 624418;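 further: loss of luciferase light is scored as toxicity; potency means the concentration at half of the fitted maximal effect; on the % scale 0 is the no-effect control and ±100 the full control effect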
#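 Here, cytotoxicity is scored as loss of luminescence. The MLSMR collection was tested on cells seeded in medium containing 10% Nu serum, with a 24 hr compound exposure preceded by 12 hours of culture.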
# D3 ag: activates the human D3 dopamine receptor | P35462 | D3R DiscoveRx beta-arrestin cells, luminescence, 90 min | max activation, % | hit rate 0.58% among 410,000 | AID 652048; in the data active means max activation above about 30%; further: 0% is about no effect; mostly tested at two doses, the higher about 12 µM
#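 Cells at 1500/well, incubated overnight, then treated with pinned compounds (dopamine as control) for 90 min at 37 degrees C. DiscoveRx reagent added for 30 - 60 minutes at room temperature; luminescence read.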
# aSyn yeast inh: inhibitors of alpha-synuclein toxicity in yeast. Yeast expressing alpha-synuclein, growth rescue, BacTiter-Glo, 24 h. Potency, µM (doses to about 46.1 µM), without a hit: at the highest dose growth rescue (activation), actives largely listed as activators. hit rate 0.14% among 370,000; further: potency means the concentration at half of the fitted maximal effect; % of control where 0% means no effect; nearly all actives have a fitted effect of over 65% in size
#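 Galactose-induced alpha-syn yeast (OD600=0.02, raffinose-pregrown) + pinned cpd, 24 hr, 30 deg C; growth by BacTiter-Glo luminescence. Growth restoration scores as activation.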
# GLP1R inv ag: acts as inverse agonist at human GLP-1 receptor. P43220. hit rate 1.6% among 410,000. Potency, µM (titrated, usually from 38.3 µM), for inactives: at the top dose activity change, negative = inhibition, actives largely listed as inhibitors. HEK293 GLP-1R CRE-luciferase, luminescence, 24 h; GLP-1R form is constitutively active; further: potency means the concentration at half of the fitted maximal effect; on the % scale 0 is the no-effect control and ±100 the full control effect; nearly all actives have a fitted effect of over 55% in size
# Target sequence (P43220 whole entry, looked up): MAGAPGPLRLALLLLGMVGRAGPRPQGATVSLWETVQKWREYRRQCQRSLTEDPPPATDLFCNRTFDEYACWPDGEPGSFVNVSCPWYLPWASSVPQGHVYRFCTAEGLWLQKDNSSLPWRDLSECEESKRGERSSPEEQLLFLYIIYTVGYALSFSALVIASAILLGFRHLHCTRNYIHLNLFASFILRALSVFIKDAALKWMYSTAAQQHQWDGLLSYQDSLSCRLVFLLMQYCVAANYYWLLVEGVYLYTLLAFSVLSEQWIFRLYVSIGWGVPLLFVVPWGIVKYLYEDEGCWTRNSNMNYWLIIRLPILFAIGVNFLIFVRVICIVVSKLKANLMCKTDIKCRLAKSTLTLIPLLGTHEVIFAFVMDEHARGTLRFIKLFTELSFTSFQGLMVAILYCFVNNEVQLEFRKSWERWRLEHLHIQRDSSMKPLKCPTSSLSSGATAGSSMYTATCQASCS
#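 Inverse agonism was detected as reduced cAMP-driven luciferase luminescence after 24 h compound treatment. The cells were HEK293 clones expressing constitutively active human GLP-1R with the reporter. Reporter-only and GPR119 cell lines served as counterscreen controls.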
# KB-V1 cytotox: KB-V1 MDR subline cytotoxicity; KB-V1 MDR cells viability, CellTiter-Glo, 72 h; Potency, µM (top dose mostly 46.1 µM), for the others: top-dose activity change, negative = cytotoxicity, usual class: cytotoxic; hit rate 3.4% among 400,000; further: potency means the concentration at half of the fitted maximal effect; on the % scale 0 is the no-effect control and ±100 the full control effect; nearly all actives have a fitted effect of over 60% in size
#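 Cells of the MDR subline KB-V1 are plated, dosed with compound at multiple concentrations, and incubated 72 h at 37 degrees C; CellTiter-Glo is then added and luminescence read after 10 min.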
# GLP-1R agonist: activates the human GLP-1 receptor | HEK293 GLP-1R CRE-luciferase, luminescence, 4-6 h; cells express a hypersensitive GLP-1R form | AID 624172 | hit rate 0.007% among 380,000 | P43220 | Potency, µM (series often up to 45.6 µM), inactives show at the highest dose activation, usual class: activators; further: potency means the concentration at half of the fitted maximal effect; % of control where 0% means no effect
# TDP-43 yeast inh: inhibitors of TDP-43 toxicity in yeast; hit rate 1.8% among 410,000; Potency, µM (top dose mostly 46.1 µM), for the others: at the top dose growth rescue (activation), hits mostly activators; TDP-43 expressing yeast growth rescue, BacTiter-Glo, 24 h; further: potency means the concentration at half of the fitted maximal effect; % of control where 0% means no effect; nearly all actives have a fitted effect of over 50% in size
#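 Luminescence from BacTiter-Glo reports growth of TDP-43-expressing yeast after 24 hr at 30 deg C with compound. Cells were raffinose-pregrown to mid-log, then seeded in galactose medium at OD600=0.02.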
# * hit, by the source's call; i = inactive; ? = inconclusive; . = no result given; [ ] = remark or other dose. Unless noted, the call rests on the fitted dose curve; in most records, active means well fitted curve in the direction sought with a large enough effect; inconclusive means small, poorly fitted or top-dose-only effect, or another doubt; inactive means no such curve, though single readings can be large; an effect the other way counts as inactive or inconclusive.
SMILES,PTHR1 ag,DRD3 antagonist,GLP1R cytotox,D3 ag,aSyn yeast inh,GLP1R inv ag,KB-V1 cytotox,GLP-1R agonist,TDP-43 yeast inh
C=CCn1c(SCC(=O)Nc2nnc(C)s2)nnc1C1CC1,-25%,7,9%,1,-2%,16%,-1%,-1%,9%
C[C@H](NC(=O)N1CCn2c1nc1ccccc12)C(=O)NC1CC1,i,8,-4%,3,2%,-1%,-13%,9%,14%
COC(=O)[C@@H](NC(=O)Nc1ccccc1F)C(C)C,i,-21,-2%,3,2%,-5%,1%,-9%,-15%
COc1ccc(C(=O)NCCc2c[nH]c3ccccc23)cc1S(=O)(=O)N1CCOCC1,i,-14,-5%,-4,-7%,-12%,-1%,7%,-14%
COc1ccc(C2N(c3cc(C)on3)C(=O)C3CCCN32)cc1OC (stereo not given),i,-6,1%,-5,-5%,36%[activator],1%,-3%,6%
CC(C)[C@H](NC(=O)N1CC(=O)Nc2ccccc21)C(=O)N1CCC[C@H]1C(=O)O,?,0,1%,-31,9%,-5%,?,-1%,0%
Cc1oc(-c2cccs2)nc1CN1CC[C@@](O)(c2ccccc2)[C@H]2CCCC[C@@H]21,i,?,-17%,-12,4%,?,1%,7%,-10%[0.397 µM]
O=C1CC(SC2=NCCS2)C(=O)N1c1ccc(Br)cc1 (stereo not given),-5%,7,-17%,3,1%,-1%,?,-2%,16%
CNC(=O)c1nn(-c2ccc(Cl)cc2)ccc1=O,i,28,-2%,-1,-4%,2%,-5%,9%,1%
CC1CCCCN1C(=O)CSc1nnc(Cc2ccccc2)n1C (stereo not given),i,17,-8%,5,-4%,10%,0%,-10%,6%
O=C(N/N=C/c1cccn1-c1ccc(O)cc1)c1cccc2ccccc12,i,-21,-19%,0,-3%,-27%,0%,6%,-8%
CN(Cc1ccccc1)N=Nc1ccccc1,-15%,21,-7%,2,3%,-4%,7%,3%,14%
Cc1nnc(SCC(=O)NC(=O)NC(C)(C)C)s1,i,7,-3%,9,-3%,6%,13%,3%,-12%
O=C(O)c1ccc(NCc2ccncc2)cc1,-5%,6,3%,15,-7%,-5%,19%,-3%,-33%[inhibitor]
COc1cccc(OCc2nnc(SCc3cc(=O)[nH]c4ccccc34)o2)c1,-17%,6,15%,-2,-1%,?,?,14%,9%
CCOC(=O)c1cnn(-c2ccc(C(=O)Nc3cccc(C(C)=O)c3)cc2)c1N,i,.,14%,-5,.,10%,15%,.,1%[9.22 µM]
COc1ccccc1CNC(=O)Cn1nnc(-c2ccncc2)n1,i,8,-9%,-3,0%,0%,-7%,-9%,5%
COc1ccc(CN2C3CCCC2CC(NC(=O)/C=C/c2ccccc2)C3)cc1 (stereo not given),i,-111*,-17%,-21,-2%,?,8%,8%,-11%[0.397 µM]
COc1ccc(NC(=O)CSc2nc3ccccc3n2CC(=O)N2CCCCC2C)cc1 (stereo not given),-10%,.,4%,-3,.,-14%,0%,.,-2%
C[C@@H]1CN([C@@H](C)CO)C(=O)CCCn2nncc2CO[C@@H]1CN(C)C(=O)Nc1cccc(Oc2ccccn2)c1,-17%,26,-4%,5,4%,16%,0%,0%,26%
Cc1cc(C(=O)NC2CCCN(Cc3ccc(Cl)cc3)C2)n(C)n1 (stereo not given),-28%,-3,3%,-9,-6%,?,10%,0%,-7%
CCOc1ccc(NC(=O)c2c(NC(=O)c3ccncc3)sc3c2CCC(C(C)(C)C)C3)cc1 (stereo not given),-43%[inhibitor],.,-8%,-15,.,8%,?,.,1%
CC(C)(C)n1nnnc1C(c1ccccc1F)N(Cc1ccco1)CC1CCCO1 (stereo not given),-24%[57.5 µM],0,4%,-9,1%,?,-11%,6%,-4%
Cc1nn(C(C)(C)C)c(NC(=O)c2ccccc2)c1C#N,i,-15,-22%,-6,-6%,-13%,25%,-3%,3%
CC1CCCCC1NC(=O)/C(C#N)=C/c1ccccc1F (stereo not given),-40%[inhibitor],-4,?,1,-62%[inhibitor],?,0%,-7%,-8%[0.397 µM]
Cc1ccc(C2c3c(-c4ccccc4O)n[nH]c3C(=O)N2Cc2ccncc2)cc1 (stereo not given),-10%,-23,-41%,-4,-3%,0%,?,0%,17%
CCCCC(=O)N(C)c1c(CC)nc2c(OCCOc3ccc(F)cc3)cccn12,-48%,4,-9%,4,4%,?,-3%,-3%,14%
CCC(C)N=Cc1c(NCc2ccco2)nc2c(C)cccn2c1=O (stereo not given),i,15,1%,-5,2%,7%,-8%,6%,18µM*
CCc1c(N)nc(N)nc1Nc1ccccc1Cl,i,12,-15%,9,9%,?,?,10%,21%
CC(C)C[C@H](NC(=O)N1CC(=O)Nc2ccccc21)C(=O)N1CCC(C(=O)O)CC1,4%,-14,-4%,-1,?,?,?,-5%,12%

# Fetched one by one from the list above (4):
SMILES,PTHR1 ag,DRD3 antagonist,GLP1R cytotox,D3 ag,aSyn yeast inh,GLP1R inv ag,KB-V1 cytotox,GLP-1R agonist,TDP-43 yeast inh
Cc1ccc(C2c3c(-c4ccccc4O)n[nH]c3C(=O)N2Cc2ccncc2)cc1 (stereo not given),-10%,-23,-41%,-4,-3%,0%,?,0%,17%
CCC(C)N=Cc1c(NCc2ccco2)nc2c(C)cccn2c1=O (stereo not given),i,15,1%,-5,2%,7%,-8%,6%,18µM*
CC1CCCCC1NC(=O)/C(C#N)=C/c1ccccc1F (stereo not given),-40%[inhibitor],-4,?,1,-62%[inhibitor],?,0%,-7%,-8%[0.397 µM]
CC(C)(C)n1nnnc1C(c1ccccc1F)N(Cc1ccco1)CC1CCCO1 (stereo not given),-24%[57.5 µM],0,4%,-9,1%,?,-11%,6%,-4%

# Continuation:
SMILES,PTHR1 ag,DRD3 antagonist,GLP1R cytotox,D3 ag,aSyn yeast inh,GLP1R inv ag,KB-V1 cytotox,GLP-1R agonist,TDP-43 yeast inh
Cc1ccc(CN2CCN(CC(=O)NCc3ccccc3Cl)C2=O)cc1,-4%,.,-11%,0,.,?,0%,-1%,?
Cc1ccc(CNS(=O)(=O)c2cc(C(=O)Nc3ccc(C(C)C)cc3)ccc2F)cc1,-28%,.,-2%,3,.,?,.,.,17%
CC1(C(=O)NCc2ccc(C(F)(F)F)cc2)CCN1Cc1ccccc1OC(F)F (stereo not given),i,2,3%,19,?,?,-2%,5%,4%
CC(C)c1ccc(/C=C/C2=NNC(=O)CC2)cc1,-20%,-18,-1%,7,0%,42%[activator],0.18µM*,22%,11µM*
Cc1cccc(NC(=O)c2c(C)cc(C)nc2SCC(=O)c2ccccc2)c1,-41%[inhibitor],.,34%[activator],-2,.,?,?,.,?
CCOC(=O)c1ccc(N2C(=O)c3n[nH]c(-c4ccco4)c3C2c2ccc(C)cc2)cc1 (stereo not given),-28%,.,?,8,.,?,?,-5%,?
COc1ccccc1CN1CCNC(=O)C1CC(=O)O (stereo not given),-2%,-11,6%,-2,-2%,-2%,?,11%,-14%
C=CCC[C@H](Cc1ccc(F)cc1)C(=O)OC[C@@H](C)NC(=O)[C@H](CC=C)CC(=O)N(CCO)Cc1ccccc1,-37%[inhibitor],16,-6%,12,3%,?,0%,-2%,21%
Cc1cccc(Sc2c([N+](=O)[O-])ncn2C)c1,i,?,-19%,-3,5%,-7%,-8%,3%,?
COc1ccccc1-c1cnc(C(O)c2cc(C)ccc2C)[nH]1 (stereo not given),i,0,-2%,-11,-7%,-14%,-13%,0%,14%

# In a second layout: results already given.
# Results follow in this order: PTHR1 ag | DRD3 antagonist | GLP1R cytotox | D3 ag | aSyn yeast inh | GLP1R inv ag | KB-V1 cytotox | GLP-1R agonist | TDP-43 yeast inh
- Cc1cccc(NC(=O)c2c(C)cc(C)nc2SCC(=O)c2ccccc2)c1
  -41%[inhibitor] | . | 34%[activator] | -2 | . | ? | ? | . | ?
- CCOC(=O)c1ccc(N2C(=O)c3n[nH]c(-c4ccco4)c3C2c2ccc(C)cc2)cc1 (stereo not given)
  -28% | . | ? | 8 | . | ? | ? | -5% | ?
- COc1ccccc1CN1CCNC(=O)C1CC(=O)O (stereo not given)
  -2% | -11 | 6% | -2 | -2% | -2% | ? | 11% | -14%
- C=CCC[C@H](Cc1ccc(F)cc1)C(=O)OC[C@@H](C)NC(=O)[C@H](CC=C)CC(=O)N(CCO)Cc1ccccc1
  -37%[inhibitor] | 16 | -6% | 12 | 3% | ? | 0% | -2% | 21%
- Cc1cccc(Sc2c([N+](=O)[O-])ncn2C)c1
  i | ? | -19% | -3 | 5% | -7% | -8% | 3% | ?

# Screening results from PubChem BioAssay.

# Not all compounds are listed; the hit share may differ from the screen's.
